PfHsp90 yeast 2 = growth inhibition of PfHsp90-expressing yeast, primary screen, antimalarial PfHsp90 inhibitor project, S. cerevisiae, BacTiter-Glo luminescence, single point, set 2 | 0.32% of 310,000 active | inhibition, % at 9.4 µM | BacTiter-Glo ATP, 48 h; yeast lacking PDR1 and PDR3 efflux regulators;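 active = every replicate shows inhibition above about 80%, whatever the replicate mean, limit read from the data; inconclusive = mean inhibition reaches the set limit but some replicate falls short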;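 note: 0% = DMSO neutral controls and 100% = 20 µM radicicol positive controls; yeast relying on Plasmodium falciparum Hsp90 in place of its own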
CAL PDZ FP-1 = untagged CAL PDZ binding inhibitors, primary screen, biochemical, fluorescence polarization, HTS. Golgi-associated PDZ and coiled-coil motif-containing protein (Homo sapiens), Q9HD26. purified CAL PDZ, TMR-peptide fluorescence polarization, 1 h. inhibition, % at 24.9 µM. 0.92% of 300,000 active. AID 602252, 2012;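 active = mean inhibition of at least 30% with at least half of replicates also reaching 30%; inconclusive = no clear call, values can overlap the other calls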;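 note: 0% = DMSO neutral control and 100% = excess unlabeled competitor peptide PRC23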
SR-BI DiI-HDL act = activators of SR-BI mediated DiI-HDL uptake, primary screen, ldlA[mSR-BI] CHO cells, DiI fluorescence. activation, % at 12.5 µM. 0.096% of 320,000 active. 3 h; 100 = double the neutral-control signal;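 active = mean replicate activation of at least 60% and every replicate at or above 60%; inconclusive = mean or all-replicate condition met, but not both; inactive = mean below 60% and not all replicates reaching 60%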;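 note: 0% = median plate neutral-control signal and 100% = twice that signal; values of inactives mirror those of a sister screen read the other way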
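Test system: SR-BI-overexpressing, LDLR-lacking CHO cells; Also added: labelled HDL, 10 µg/mL; Measured by: bottom-read cell fluorescence after medium removal, ex 550/em 595 nm; Timing: 3 h uptake period with compound, 37 °C; Buffer or medium: F12, 0.5% BSA, 25 mM HEPES; Doses: single compound concentration, delivered by pin transfer.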
PvdQ acylase = P. aeruginosa PvdQ acylase inhibitors, primary screen, biochemical, fluorescence, plate reader and imaging, single point | PvdQ acylase [Pseudomonas aeruginosa LESB58] | purified PvdQ acylase | inhibition, % at 10 µM | 0.063% of 340,000 active | AID 488965, 2010; in the data active = inhibition above about 30%, passing the limit was not always enough; inconclusive = no clear call, values can overlap the other calls;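 note: 0% = vehicle neutral wells and 100% = reference inhibitor wells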
CAL PDZ FP-2 = CAL PDZ peptide-binding inhibitors, primary screen, biochemical, fluorescence polarization, Cer-tagged CAL PDZ, HTS; Golgi-associated PDZ and coiled-coil motif-containing protein (Homo sapiens), Q9HD26; purified CAL PDZ, TMR-peptide fluorescence polarization, 1 h; inhibition, % at 20 µM; 0.02% of 330,000 active; AID 504414, 2011;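 active = highest replicate inhibition of at least 40%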;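 note: plate controls were DMSO neutral control wells for no effect and unlabeled competitor peptide control wells for full effect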
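Test system: tagged CAL PDZ domain / Buffer or medium: sodium phosphate/NaCl buffer pH 7.4 with TCEP, IgG, Thesit / Reagent: TMR-labelled reporter peptide T*-PRC34 bound in PDZ groove / Compound dosing: single point, 20 µM / Schedule: 1 h incubation at room temperature before polarization reading / Technique: fluorescence polarization (mP) / Benchmarks: unlabelled peptide, DMSO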
NSD2 inh = NSD2 histone methyltransferase inhibitors, primary screen, biochemical, AlphaScreen, single concentration, set 2; Histone-lysine N-methyltransferase NSD2 (Homo sapiens), O96028; NSD2 peptide methylation, 120 min; inhibition, % at 12.5 µM; 0.54% of 310,000 active; AID 743445, 2014; in the data active = inhibition above about 50%
Target sequence (O96028 whole entry, looked up): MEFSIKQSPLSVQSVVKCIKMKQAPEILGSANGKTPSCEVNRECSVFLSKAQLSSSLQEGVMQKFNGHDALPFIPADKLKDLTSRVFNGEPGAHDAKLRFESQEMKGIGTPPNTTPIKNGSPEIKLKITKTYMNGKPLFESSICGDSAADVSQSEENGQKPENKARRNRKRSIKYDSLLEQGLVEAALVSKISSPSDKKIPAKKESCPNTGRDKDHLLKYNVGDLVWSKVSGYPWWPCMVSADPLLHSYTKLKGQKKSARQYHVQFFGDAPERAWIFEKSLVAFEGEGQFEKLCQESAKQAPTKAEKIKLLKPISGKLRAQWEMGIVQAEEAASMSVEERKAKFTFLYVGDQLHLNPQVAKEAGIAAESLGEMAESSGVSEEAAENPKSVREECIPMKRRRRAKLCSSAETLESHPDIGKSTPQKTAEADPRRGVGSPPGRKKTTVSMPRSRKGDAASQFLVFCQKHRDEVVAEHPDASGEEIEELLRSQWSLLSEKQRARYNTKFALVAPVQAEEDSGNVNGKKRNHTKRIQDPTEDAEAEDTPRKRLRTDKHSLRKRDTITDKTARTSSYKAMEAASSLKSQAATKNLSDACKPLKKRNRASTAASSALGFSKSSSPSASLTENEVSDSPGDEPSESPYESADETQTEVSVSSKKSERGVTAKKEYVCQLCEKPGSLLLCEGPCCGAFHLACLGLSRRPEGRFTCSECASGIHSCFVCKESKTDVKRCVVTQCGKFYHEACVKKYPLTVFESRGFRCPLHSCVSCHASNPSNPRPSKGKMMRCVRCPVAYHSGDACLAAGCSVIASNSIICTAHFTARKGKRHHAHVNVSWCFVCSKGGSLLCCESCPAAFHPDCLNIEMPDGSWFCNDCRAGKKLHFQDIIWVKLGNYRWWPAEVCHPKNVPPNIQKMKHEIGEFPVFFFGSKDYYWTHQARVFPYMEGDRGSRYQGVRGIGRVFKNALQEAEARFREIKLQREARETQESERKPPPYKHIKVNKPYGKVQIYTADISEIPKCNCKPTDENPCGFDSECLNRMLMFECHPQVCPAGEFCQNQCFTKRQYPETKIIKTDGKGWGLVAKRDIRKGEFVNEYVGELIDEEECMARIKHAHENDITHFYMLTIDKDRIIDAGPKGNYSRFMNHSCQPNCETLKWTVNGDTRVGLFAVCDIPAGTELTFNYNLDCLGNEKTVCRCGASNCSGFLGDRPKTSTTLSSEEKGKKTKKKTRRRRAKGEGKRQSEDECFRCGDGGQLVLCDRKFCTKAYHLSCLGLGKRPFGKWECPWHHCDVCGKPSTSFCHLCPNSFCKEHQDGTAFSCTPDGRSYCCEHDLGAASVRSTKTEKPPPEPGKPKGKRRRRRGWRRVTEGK
SR-BI HDL uptake = inhibitors of SR-BI mediated HDL lipid uptake, primary screen, ldlA[mSR-BI] cells, fluorescence, single point; AID 488896, 2010; 0.96% of 320,000 active; inhibition, % at 12.5 µM; ldlA[mSR-BI] CHO cells, DiI-HDL uptake fluorescence, 3 h;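 active = mean replicate inhibition of at least 70% and a set share of replicates each scoring 70 or more; inconclusive = meets just one of the two criteria; inactive = fails both criteria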;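 note: 0% = median of neutral control wells and 100% = median of positive control wells; values of inactives mirror those of a sister screen read the other way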
MITF act = activators of MITF-driven TRPM1 promoter reporter, primary screen, cell-based, SK-MEL-5, luciferase, single point; SK-MEL-5 TRPM1-promoter luciferase, 24 h; % of positive control, neutral wells = 0; activation, % at 12.5 µM; 0.75% of 300,000 active; AID 588334, 2011;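 active = mean activation of at least 80% with every replicate also reaching 80%; inconclusive = mean reaches 80% but some replicate falls short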;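 note: 0% = neutral control wells and 100% = parthenolide positive control wells; values of inactives mirror those of a sister screen read the other way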
Rtt109 Vps75 = inhibitors of C. albicans Rtt109/Vps75 HAT, primary screen, biochemical, ThioGlo CoA-SH fluorescence, plate reader; Histone acetyltransferase RTT109 (Candida albicans (strain SC5314 / ATCC MYA-2876)), …; purified Rtt109/Vps75, 4 h; inhibition, % at 34.9 µM; 0.16% of 330,000 active; AID 540336, 2011;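 active = inhibition of at least 50% in every replicate; inconclusive = best replicate reaches 50% inhibition but some replicates fall short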
dFosB activator = activators of delta FosB homodimer, primary screen, biochemical, fluorescence polarization, TAMRA-CDK5 oligo, single point; Protein FosB (Mus musculus), P13346; purified delta FosB; percent of positive-control signal above neutral wells; activation, % at 25 µM; 0.99% of 340,000 active; AID 493131, 2011;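 active = mean activation above about 17%, with every replicate also reaching it, limit read from the data, passing the limit was not always enough; inconclusive = only one of the two conditions met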;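 note: fluorescence polarization rise as delta FosB binds a TAMRA Cdk5 AP-1 oligo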
Numbers without * were called inactive; ? = inconclusive; / = not tested or not shown.

SMILES | PfHsp90 yeast 2 | CAL PDZ FP-1 | SR-BI DiI-HDL act | PvdQ acylase | CAL PDZ FP-2 | NSD2 inh | SR-BI HDL uptake | MITF act | Rtt109 Vps75 | dFosB activator
Cc1ccc(-c2nc3ccccc3c(=O)n2NC(=O)COc2ccccc2)cc1 | 6 | -4 | 21 | -5 | -1.9 | -1 | -21 | -8 | 9 | -12
Cc1ccc(Nc2nc(-c3ccc(S(=O)(=O)N4CCOCC4)cc3)cs2)cc1 | -4 | / | -9 | 1 | 1.1 | / | 9 | -14 | -1 | 1
Cc1ccc(NS(=O)(=O)c2ccc(NS(=O)(=O)c3cccs3)cc2)cc1 | -2 | -7 | 13 | -8 | -0.8 | 4 | -13 | 12 | 6 | -4
CCOc1ccccc1N1CCN(Cc2cc3c(cc2[N+](=O)[O-])OCO3)CC1 | 22 | 1 | -2 | -5 | -9.2 | 1 | 2 | 1 | 10 | -10
COc1ccc(CN(C)C(c2ccccc2)c2nnnn2-c2ccccc2C)c(OC)c1C (stereo unspecified) | -16 | / | 3 | -15 | -0.8 | -1 | -3 | -14 | -1 | -15
CCOCCCNS(=O)(=O)c1ccc2c(c1)CCN2C(=O)CC | -11 | / | 12 | -16 | -1.4 | 0 | -12 | 7 | 2 | 0
Cc1cccc(COCC(Cc2ccccc2)N2CCN(C(=O)c3ccc(Cl)c(Cl)c3)CCC2=O)c1 (stereo unspecified) | -13 | -1 | -6 | -2 | -0.6 | / | 6 | -3 | 8 | -7
COc1cccc(-c2cnc(NCc3cc(Cl)ccc3O)n2C)c1 | 13 | 1 | -7 | 7 | 0.0 | / | 7 | / | 21 | 3
Cn1nnc2c(NCc3ccco3)nccc21 | -10 | 6 | -16 | -3 | -0.4 | 3 | 16 | 9 | 3 | -5
O=C(NNC(=O)c1cc(-c2ccncc2)nc2ccccc12)c1ccccc1O | 15 | 2 | -94 | -13 | -3.0 | -1 | 94* | -12 | 12 | -15
CSCCC(NS(=O)(=O)c1ccc2c(c1)OCCO2)C(=O)N(C)Cc1ccccc1F (stereo unspecified) | 3 | / | 10 | -13 | -0.1 | 3 | -10 | -6 | -3 | 7
O=C(Nc1ccc(CN2CCOCC2)cc1)c1ccc(F)cc1 | 3 | 0 | 1 | -15 | -1.1 | -7 | -1 | 66 | 4 | -1
CCCCCn1c(CN2CCN(c3cccc(Cl)c3)CC2)nc2c1c(=O)[nH]c(=O)n2C | / | / | 11 | -11 | -4.4 | 3 | -11 | -13 | 2 | -17
CCOc1ccc(S(=O)(=O)NCCC(=O)N2CCN(c3ccccc3O)CC2)cc1 | 3 | -1 | -1 | -12 | -2.7 | 0 | 1 | -6 | 8 | -7
O=S1(=O)CCN2C=C(Br)C=C(Br)C2=N1 | 17 | 2 | -1 | -3 | 3.3 | 6 | 1 | 5 | -4 | -1
CCOC(=O)C1CCN(C(=O)COC(=O)/C=C/c2cccc(OC)c2OC)CC1 | 7 | / | 9 | -13 | -0.2 | -3 | -9 | -8 | 0 | -4
CCSc1nc2cc(OC)c(OC)cc2c(=O)n1CCc1ccccc1 | 25 | / | -71 | -7 | -0.4 | -2 | 71* | 7 | 7 | -5
O=C1CC(C(=O)Nc2ccc(Cl)c(Cl)c2)S/C(=N\N=C\c2ccco2)N1 (stereo unspecified) | -12 | 0 | -14 | -12 | 0.3 | 1 | 14 | / | 5 | 32*
CCOC(=O)Nc1ccc(NC(=O)c2ccccc2F)cc1 | 10 | 1 | -22 | 4 | -2.9 | 4 | 22 | 70 | / | 5
COc1ccc(-c2c(-c3ccsc3)oc(=O)c3cc(OC)c(OC)cc23)cc1 | -9 | 0 | -40 | 15 | -1.9 | / | 40 | 23 | 2 | -2
COC(=O)C(CC(C)C)NC(=O)c1ccc([N+](=O)[O-])c(C)c1 (stereo unspecified) | -6 | -3 | -19 | -7 | / | 0 | 19 | -27 | 2 | -3
COc1ccc(-c2nn(-c3ccccc3)cc2C(=O)NC(=S)Nc2cc(Cl)ccc2Cl)cc1 | 8 | 1 | / | 7 | -4.6 | -2 | / | 1 | / | -12
Cc1ccc(Cl)cc1N1CCN(C(=O)c2noc(C)c2[N+](=O)[O-])CC1 | -1 | -2 | -30 | -13 | -3.0 | -1 | 30 | -8 | 1 | -10
Cc1nc(Nc2c(Cl)cccc2Cl)sc1C(=O)Nc1ccccc1 | -15 | -3 | -3 | -18 | -2.3 | -4 | 3 | 2 | 4 | 2
C/C(=N\NC(=O)c1ccc(CSc2nncn2C)cc1)c1ccc2ccccc2c1 | 4 | / | 13 | -14 | -4.1 | 1 | -13 | 20 | / | 9
Cc1cccc(OCC(=O)Nc2ccncc2)c1 | -10 | -1 | 11 | -4 | 0.1 | -3 | -11 | -5 | -9 | 4
COC(=O)c1ccc(/C=N/N2CCN(Cc3ccccc3Cl)CC2)cc1 | -6 | -7 | 7 | -3 | -0.3 | 6 | -7 | 13 | -2 | -3
ON=C1c2cc(OCCN3CCCCC3)ccc2-c2ccc(OCCN3CCCCC3)cc21 | 20 | 0 | 29 | -15 | -1.3 | / | -29 | / | -2 | ?
O=C(CCc1nnc(CCC2CCCCC2)o1)NCCc1ccccn1 | -2 | 4 | -4 | 4 | -0.7 | -4 | 4 | -8 | 13 | 0
CCOC(=O)CSC1=C(C#N)C(=O)NC2(CCCCC2)S1 | / | -1 | 7 | -6 | -0.2 | 1 | -7 | -4 | 3 | -6
O=[N+]([O-])c1cc2c(c3cccnc13)COCO2 | -24 | 0 | 12 | 0 | -0.6 | / | -12 | 2 | -1 | -1
Cc1ccc(C(=O)C(=O)c2ccc(C)c(N)c2)cc1N | -4 | / | 11 | -1 | -0.1 | 8 | -11 | / | -4 | 2
CCOc1ccc2c(c1)C(=O)c1cc(OCC(=O)O)ccc1-2 | 4 | 7 | 13 | 2 | -1.1 | / | -13 | -3 | 2 | 1
COc1ccc([N+](=O)[O-])c(S(=O)(=O)c2ccc(Cl)cc2)n1 | 109* | / | -52 | -17 | -0.1 | -3 | 52 | / | 9 | -5
COc1ccc(NC(=O)C2=CN3CCS(=O)(=O)N=C3C=C2)c(OC)c1 | 7 | -7 | 5 | -9 | 9.4 | -2 | -5 | -13 | 6 | -11
COc1ccc(/C=C/C(=O)N(C)C2CCCCC2)cc1Br | -2 | 0 | -8 | -3 | -3.3 | 4 | 8 | 73 | -1 | -12
O=C(/C=C/c1ccccc1Cl)OCC(=O)c1ccc[nH]1 | -3 | -5 | 4 | 24 | 0.4 | 14 | -4 | 16 | -1 | -13
COCCn1c(SCC(=O)Nc2ccc(NC(C)=O)cc2)nc2c([nH]c3ccccc32)c1=O | -4 | -3 | -13 | -7 | -0.1 | -1 | 13 | -36 | -2 | 8
Cc1ccc(N2C(=O)N(CC(=O)NC(c3ccccc3)c3ccccc3)C(=O)C2C)cc1 (stereo unspecified) | -1 | -4 | -12 | -18 | 0.1 | -1 | 12 | 1 | 0 | -8
Cc1cc(Oc2ccccc2)nc(N2CCOCC2)n1 | -28 | -5 | -2 | 2 | -0.3 | 2 | 2 | 15 | -6 | 12
Cc1c(Nc2cc(Cl)c3nonc3c2[N+](=O)[O-])c(=O)n(-c2ccccc2)n1C | 2 | / | 5 | 8 | -0.5 | 0 | -5 | -102 | 16 | -1
CCOC(=O)c1sc(C(=O)OCC)c(OCCO)c1OCCO | 4 | 0 | -10 | 1 | 0.3 | -2 | 10 | / | 13 | -14
Cc1oc2cc(Br)c(O)c(Br)c2c1-c1ccccc1 | -27 | 2 | -4 | -9 | 0.6 | 6 | 4 | 36 | -5 | -3
O=C(COC(=O)C1=COCCO1)Nc1ccc(F)cc1 | / | 0 | -11 | 3 | -1.8 | 1 | 11 | 2 | 19 | 6
C/C(=N\NC(=O)c1ccccc1O)c1ccc(Br)s1 | 8 | -5 | 9 | 9 | -2.3 | -1 | -9 | 15 | -2 | -3
CN(C)C(/C=C/Nc1ccc(F)cc1)=C(C#N)C#N | 20 | 0 | 20 | 1 | -1.0 | 0 | -20 | 0 | -22 | -3
COc1ccccc1OCCNC(=O)c1cccc(S(=O)(=O)NCc2ccccc2)c1 | 0 | -1 | -11 | -1 | -0.1 | 0 | 11 | -10 | 2 | -5
Cc1ccc(S(=O)(=O)Nc2nc(N)n(-c3ccccc3)n2)cc1 | 4 | 4 | 22 | -4 | 0.0 | -5 | -22 | -3 | -6 | 0

The closing 2 compounds of the part before open the next one:
SMILES | PfHsp90 yeast 2 | CAL PDZ FP-1 | SR-BI DiI-HDL act | PvdQ acylase | CAL PDZ FP-2 | NSD2 inh | SR-BI HDL uptake | MITF act | Rtt109 Vps75 | dFosB activator
COc1ccccc1OCCNC(=O)c1cccc(S(=O)(=O)NCc2ccccc2)c1 | 0 | -1 | -11 | -1 | -0.1 | 0 | 11 | -10 | 2 | -5
Cc1ccc(S(=O)(=O)Nc2nc(N)n(-c3ccccc3)n2)cc1 | 4 | 4 | 22 | -4 | 0.0 | -5 | -22 | -3 | -6 | 0
C/C(=N\NC(=O)c1cc(-c2ccc(Br)s2)[nH]n1)c1ccncc1 | 28 | -6 | -4 | 5 | -3.4 | -2 | 4 | 22 | 7 | -12
CNC(=S)N1CCn2cccc2C1c1cc(OC)c(OC)c(OC)c1 (stereo unspecified) | / | 3 | 9 | 0 | -0.5 | 2 | -9 | 8 | 5 | -6
COc1ccc(C2=NOC(COc3ccc([N+](=O)[O-])cc3)C2)cc1 (stereo unspecified) | 5 | 1 | 7 | -1 | -1.5 | 0 | -7 | / | 5 | 2
O=C(/C=C/c1ccc([N+](=O)[O-])cc1)c1ccco1 | 0 | 0 | -10 | 0 | 0.8 | 10 | 10 | 2 | -9 | -2
O=C(Nc1ncccn1)c1ccc([N+](=O)[O-])o1 | -24 | -6 | 9 | -4 | -1.2 | 10 | -9 | -30 | -103 | -7

Hits appear at their usual frequency (roughly 4.3% active in at least one column).
